Compound activity deposited in PubChem by National Center for Advancing Translational Sciences (NCATS).
ALOX12 inh = ALOX12 (human) lipoxygenase inhibition | P18054 | purified 12hLO, xylenol orange hydroperoxide absorbance | Potency, µM (titrated, usually from 108 µM), for inactives: at the highest dose activity change, negative = inhibition, usual class: inhibitors | 580,000 tested, 1.1% active; note: % is set by controls: 0 for no effect and ±100 for the full control effect
Target sequence (P18054 whole entry, looked up): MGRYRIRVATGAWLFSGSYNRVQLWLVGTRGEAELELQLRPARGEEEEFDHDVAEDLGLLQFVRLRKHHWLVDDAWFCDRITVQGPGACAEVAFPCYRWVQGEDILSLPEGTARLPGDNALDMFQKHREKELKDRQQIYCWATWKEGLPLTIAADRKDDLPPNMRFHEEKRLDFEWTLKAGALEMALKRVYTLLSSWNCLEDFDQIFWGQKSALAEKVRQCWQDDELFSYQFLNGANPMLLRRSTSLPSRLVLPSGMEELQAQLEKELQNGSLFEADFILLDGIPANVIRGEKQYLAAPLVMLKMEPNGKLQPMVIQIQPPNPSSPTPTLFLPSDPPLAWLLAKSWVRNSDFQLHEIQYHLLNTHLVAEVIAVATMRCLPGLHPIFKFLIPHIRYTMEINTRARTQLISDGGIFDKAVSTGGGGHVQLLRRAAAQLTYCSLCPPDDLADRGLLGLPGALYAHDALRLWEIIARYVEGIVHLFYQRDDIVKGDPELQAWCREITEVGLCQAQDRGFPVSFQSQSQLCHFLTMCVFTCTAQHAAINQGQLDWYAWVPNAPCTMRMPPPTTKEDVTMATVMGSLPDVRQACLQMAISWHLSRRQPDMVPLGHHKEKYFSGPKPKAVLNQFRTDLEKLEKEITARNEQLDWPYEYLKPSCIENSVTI
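Purified human 12hLO (150 nM final) in 25 mM Hepes, 0.01% Triton X-100, pH 7.0 was preincubated 15 min at room temperature with compound. Then 40 uM arachidonic acid was added, 30 min. Hydroperoxide was read by Fe-XO absorbance ratio 573/405 nm.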
RXFP1 ag = activates the human relaxin receptor RXFP1; HEK293T-RXFP1 cAMP TR-FRET, 30 min; response scale: percent of porcine relaxin response, buffer zero; Potency, µM (top dose mostly 57.5 µM), for inactives: top-dose activation, hits mostly activators; 370,000 tested, 0.3% active; AID 2676; note: % is set by controls: 0 for no effect and ±100 for the full control effect; nearly all actives have a fitted effect of over 60% in size; many of its hits are not listed in these tables
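Agonist response is measured as cAMP accumulation in an RXFP1-transfected HEK293T line under PDE4 inhibition. Values are scaled between buffer-only and 29 nM porcine relaxin, and EC50s come from standard Hill equation fits.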
IDH1 R132H inh = blocks human mutant IDH1 R132H enzyme; Potency, µM (titrated, usually from 76.6 µM), for the others: at the highest dose activity change, negative = inhibition, actives largely listed as inhibitors; O75874; 390,000 tested, 0.093% active; AID 602179; IDH1-R132H enzyme, NADPH consumption, diaphorase/resazurin fluorescence; note: % is set by controls: 0 for no effect and ±100 for the full control effect; nearly all actives have a fitted effect of over 65% in size
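IDH1-R132H (0.5 ug/mL) preincubated 30 min with compound, then NADPH (0.016 mM) and alpha-KG (2 mM) added; 80 min at RT, pH 7.5. Remaining NADPH coupled via diaphorase/resazurin to fluorescence (540/590 nm); concentration-response curves normalized to no-enzyme control.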
TrxR1 inh = blocks rat thioredoxin reductase 1. recombinant rTrxR1, NADPH fluorescence consumption, selenite substrate. Potency, µM (highest dose often 114 µM), for inactives: top-dose activity change, negative = inhibition, actives largely listed as inhibitors. 390,000 tested, 1% active. AID 588453; note: % is set by controls: 0 for no effect and ±100 for the full control effect; nearly all actives have a fitted effect of over 65% in size
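Rat TrxR1 (90 nM in the dispensed reagent) was pre-reduced with 400 uM NADPH for 5 min at room temperature, then incubated with compound for 15 min. After 400 uM selenite was added, NADPH fluorescence (Ex 340/Em 450 nm) was followed for 8 min.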
TrxR1 substrate = rat thioredoxin reductase 1 substrate activity; O89049; purified TrxR1 substrate turnover, NADPH consumption readout; Potency, µM (doses to about 114 µM), without a hit: top-dose activity change, negative = substrate turnover; 390,000 tested, 0.01% active; AID 588456; note: % is set by controls: 0 for no effect and ±100 for the full control effect; nearly all actives have a fitted effect of over 50% in size
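Rat TrxR1, dispensed at 90 nM, was prereduced with 400 uM NADPH (final) for 5 min at ~22 deg C, then incubated with compound 15 min before 400 uM selenite. A first-read NADPH fluorescence drop versus no-compound background flagged substrates.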
RGS4 inh = blocks human RGS4-accelerated GTP hydrolysis. P49798. Transcreener GDP fluorescence polarization, RGS4-accelerated GTP hydrolysis. Potency, µM (doses to about 114 µM), for inactives: at the highest dose activity change, negative = inhibition, hits mostly inhibitors. 390,000 tested, 0.039% active; note: % is set by controls: 0 for no effect and ±100 for the full control effect; nearly all actives have a fitted effect of over 75% in size; some results filed as inactive show a strong effect at the top dose
Target sequence (P49798 whole entry, looked up): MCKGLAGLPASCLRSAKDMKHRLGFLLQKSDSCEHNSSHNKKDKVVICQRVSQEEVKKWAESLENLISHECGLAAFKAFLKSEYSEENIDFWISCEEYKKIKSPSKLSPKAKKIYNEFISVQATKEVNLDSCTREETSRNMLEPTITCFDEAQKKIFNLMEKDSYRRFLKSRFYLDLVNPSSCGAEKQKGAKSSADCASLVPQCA
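MLSMR compounds (23 nl, pin-transferred) preincubated 10 min at room temperature with a 500nM (2x) first reagent, then RGS4 at 900nM (2x) plus Transcreener GDP mix added; fluorescence polarization (620/688 nm) read before and after 90 min at 30 °C.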
USP1-UAF1 inh = blocks the human USP1/UAF1 deubiquitinase complex | Potency, µM (titrated, usually from 57.1 µM), inactives show at the top dose activity change, negative = inhibition, usual class: inhibitors | 390,000 tested, 0.23% active | O94782 | recombinant USP1/UAF1, Ub-Rhodamine cleavage fluorescence; note: % is set by controls: 0 for no effect and ±100 for the full control effect; nearly all actives have a fitted effect of over 60% in size; inactives centre near -12
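USP1/UAF1 complex (1 nM) preincubated 15 min at room temperature with compound, then Ub-Rho substrate (150 nM final) added. Kinetic fluorescence at 480/540 nm over 6 reads at 60 s intervals; 50 mM HEPES pH 7.8, 0.5 mM EDTA, 0.1 mg/ml BSA, 1 mM TCEP, 0.01% Tween-20.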
Vif-APOBEC3F blk = Vif-A3F binding inhibition; 390,000 tested, 0.2% active; AID 602313; Potency, µM (top dose mostly 46.1 µM), inactives show top-dose activity, negative = active; HeLa A3F-eYFP + Vif (tagged APOBEC3F with the HIV-1 protein that degrades it), YFP fluorescence increase; note: % of control where 0% means no effect; nearly all actives have a fitted effect of over 65% in size
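HeLa cells stably expressing A3F-eYFP plus Vif, plated and incubated overnight at 37 deg C, then exposed to compounds overnight at 37 deg C. Blocked degradation read as raised yellow fluorescence (Ex 488/Em 500-530).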
Vif-A3G inh = blocks the Vif interaction with human APOBEC3G; 410,000 tested, 0.076% active; Potency, µM (series often up to 46.1 µM), without a hit: at the top dose activity, negative = active, most hits filed as inhibitors; Q9HC16; AID 602310; HeLa A3G-eYFP + Vif (tagged APOBEC3G with the HIV-1 protein that degrades it), YFP fluorescence, overnight;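 note: % is set by controls: 0 for no effect and ±100 for the full control effect; nearly all actives have a fitted effect of over 60% in size; hits raise eYFP signal because A3G escapes Vif-driven loss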
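HeLa cells stably expressing Vif and C-terminally eYFP-tagged A3G, seeded overnight at 37 deg C, then exposed to compound by pintool overnight at 37 deg C. Rise in yellow fluorescence (Ex 488/Em 500-530, Acumen) marks blocked Vif-driven A3G degradation.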
Starred values were filed as active, the others as inactive; [ ] = dose if it differs, or a comment. Calls come from the whole dose curve; as a rule, active = well fitted curve in the direction sought with a large enough effect; inconclusive = small, poorly fitted or top-dose-only effect, or another doubt; inactive = no such curve, though single readings can be large; an effect the other way counts as inactive or inconclusive. Potency is the fitted concentration of half-maximal effect. The list is partial; the hit share may differ from the screen's.

Screening Cc1onc(-c2cccc(Cl)c2Cl)c1C(=O)O/N=C(\N)c1ccc([N+](=O)[O-])o1 returned ALOX12 inh -14%, RXFP1 ag 0.8%, IDH1 R132H inh 1%, TrxR1 inh 8%[57.1 µM], TrxR1 substrate 3%[57.1 µM], RGS4 inh -7%, USP1-UAF1 inh -23%, Vif-APOBEC3F blk 5% and Vif-A3G inh inconclusive.
`S=C(NCc1ccccc1)NCc1ccccc1Cl` gave ALOX12 inh inconclusive, RXFP1 ag -0.5%, IDH1 R132H inh 1%, TrxR1 inh -1%, TrxR1 substrate -9%, RGS4 inh 16%, USP1-UAF1 inh -7%, Vif-APOBEC3F blk -20% and Vif-A3G inh -1%.
`CC(=O)Nc1nc2ccc(S(=O)(=O)N3CCCCC3)cc2s1` gave ALOX12 inh 0%, RXFP1 ag 2.6%, IDH1 R132H inh -13%, TrxR1 inh 25%, TrxR1 substrate 1%, RGS4 inh 18%, USP1-UAF1 inh -14%, Vif-APOBEC3F blk 1% and Vif-A3G inh 2%.
`Cc1ccc2[nH]c(=O)c3cc(C(=O)NCCCN4CCC(C)CC4)sc3c2c1` gave ALOX12 inh 5%, RXFP1 ag 2.0%, IDH1 R132H inh 1%, TrxR1 inh 11%, TrxR1 substrate 42%[activator], RGS4 inh 9%, USP1-UAF1 inh -8%, Vif-APOBEC3F blk 1% and Vif-A3G inh 3%.
`NC(=O)c1nc(C(=O)N2CCCCC2)c2ccccc2n1` gave ALOX12 inh -4%, RXFP1 ag 1.1%, IDH1 R132H inh 4%, TrxR1 inh 37%[activator][57.1 µM], TrxR1 substrate 12%[57.1 µM], RGS4 inh 4%, USP1-UAF1 inh -24%, Vif-APOBEC3F blk 1% and Vif-A3G inh 1%.
Screening Cc1ccc(NC(=O)c2ccc(OC(=S)N3CCOCC3)cc2)cc1 returned ALOX12 inh 31%[activator], RXFP1 ag -0.6%, IDH1 R132H inh 1%, TrxR1 inh 9%, TrxR1 substrate 6%, RGS4 inh -3%, USP1-UAF1 inh -9%, Vif-APOBEC3F blk -8% and Vif-A3G inh 1%.
Screening CC12c3ccccc3C(c3ccccc31)C1C(=O)N(c3ccncc3)C(=O)C12 (stereo not given) returned ALOX12 inh -1%, RXFP1 ag -0.8%, IDH1 R132H inh -1%, TrxR1 inh 8%, TrxR1 substrate 1%, RGS4 inh 17%, USP1-UAF1 inh -8%, Vif-APOBEC3F blk 3% and Vif-A3G inh -9%.
`Cc1cccc(C)c1Nc1nnc(SCC(=O)c2ccc(Br)s2)s1` gave ALOX12 inh 12%, RXFP1 ag 4.5%, IDH1 R132H inh -2%, TrxR1 inh -11%, TrxR1 substrate -5%, RGS4 inh inconclusive, USP1-UAF1 inh -17%, Vif-APOBEC3F blk -17% and Vif-A3G inh 4%.
For Cc1c(NC(=O)COc2cccc(F)c2)c(=O)n(-c2ccccc2)n1C the results were ALOX12 inh 26%, RXFP1 ag 2.5%, IDH1 R132H inh -2%, TrxR1 inh 4%, TrxR1 substrate -6%, RGS4 inh 1%, USP1-UAF1 inh -3%, Vif-APOBEC3F blk -5% and Vif-A3G inh -2%.
`CCN(C[C@H]1N[C@@](Cc2ccccc2)(C(=O)OC)[C@H]2C(=O)N(C)C(=O)[C@@H]12)S(=O)(=O)c1ccc(OC(F)(F)F)cc1` gave ALOX12 inh 10%, IDH1 R132H inh 5%, TrxR1 inh 12%, TrxR1 substrate -2%, RGS4 inh -11%, USP1-UAF1 inh -28%, Vif-APOBEC3F blk 10% and Vif-A3G inh -4%.
Screening CCOC(=S)SCC(=O)Nc1ncc(C)s1 returned ALOX12 inh inconclusive, RXFP1 ag -2.8%, IDH1 R132H inh 4%, TrxR1 inh 21%, TrxR1 substrate -3%, RGS4 inh -50%, USP1-UAF1 inh -8%, Vif-APOBEC3F blk -8% and Vif-A3G inh inconclusive.
`CC(NC(=O)CCc1nnc(-c2ccc(-c3ccccc3)cc2)o1)c1nc2ccccc2[nH]1` (stereo not given) gave ALOX12 inh -11%, RXFP1 ag 0.0%, IDH1 R132H inh 5%, TrxR1 inh -47%, TrxR1 substrate 9%[57.1 µM], RGS4 inh -2%, USP1-UAF1 inh -6%, Vif-APOBEC3F blk -6% and Vif-A3G inh -12%.
Screening C=CCOc1ccc(/C=C2\C(=N)N3N=C(S(=O)(=O)CC)SC3=NC2=O)cc1OC returned ALOX12 inh -12%, RXFP1 ag 2.2%, IDH1 R132H inh -8%, TrxR1 inh 0%[57.1 µM], TrxR1 substrate -27%[57.1 µM], RGS4 inh -26%, USP1-UAF1 inh -14%, Vif-APOBEC3F blk -3% and Vif-A3G inh 7%.
For CC(=O)c1cc(F)c(N2CCN(C(=O)Cc3ccccc3)CC2)cc1C the results were ALOX12 inh 0%, RXFP1 ag -0.3%, IDH1 R132H inh 1%, TrxR1 inh -1%[57.1 µM], TrxR1 substrate 13%[57.1 µM], RGS4 inh -13%, USP1-UAF1 inh -8%, Vif-APOBEC3F blk 2% and Vif-A3G inh 0%.
For Oc1ccccc1C1=Nc2ccccc2N=C(c2ccco2)C1 the results were ALOX12 inh 0%, RXFP1 ag 19%, IDH1 R132H inh 3%, TrxR1 inh 11%, TrxR1 substrate 1%, RGS4 inh 11%, USP1-UAF1 inh -16%, Vif-APOBEC3F blk inconclusive and Vif-A3G inh -6%.
Screening COc1ccccc1NC(=O)C1Cc2ccccc2CN1C(=O)c1ccco1 (stereo not given) returned ALOX12 inh -11%, RXFP1 ag 0.9%, IDH1 R132H inh 1%, TrxR1 inh inconclusive, TrxR1 substrate 0%, RGS4 inh -1%, USP1-UAF1 inh -14%, Vif-APOBEC3F blk 5% and Vif-A3G inh 0%.
For CC1(C#CC[N+]2(C)CCCCC2)CCC2C(O1)c1ccccc1OC2(C)C (stereo not given) the results were ALOX12 inh inconclusive, RXFP1 ag -0.3%, IDH1 R132H inh 12%, TrxR1 inh 9%, TrxR1 substrate 2%, RGS4 inh -85%[56.9 µM], USP1-UAF1 inh -16%, Vif-APOBEC3F blk -29% and Vif-A3G inh 8%.
Screening CCn1c2ccccc2c2cc(NC(=O)CNCc3ccccc3OC)ccc21 returned ALOX12 inh inconclusive, RXFP1 ag 2.4%, IDH1 R132H inh 6%, TrxR1 inh 11%, TrxR1 substrate 2%, RGS4 inh 11%, USP1-UAF1 inh -26%, Vif-APOBEC3F blk -29% and Vif-A3G inh inconclusive.
`Cc1ccc2c(C)c(C(=O)Nc3c(C)n(C)n(-c4ccccc4)c3=O)oc2c1` gave ALOX12 inh 0%, RXFP1 ag -0.4%, IDH1 R132H inh 5%, TrxR1 inh -10%, TrxR1 substrate -7%, RGS4 inh -8%, USP1-UAF1 inh -12%, Vif-APOBEC3F blk 2% and Vif-A3G inh 2%.
`CCOc1ccc(-c2c(C(=O)N/N=C/c3ccoc3)nnn2-c2nonc2N)cc1` gave ALOX12 inh 26%, RXFP1 ag -2.0%, IDH1 R132H inh 15%, TrxR1 inh 16%, TrxR1 substrate 0%, RGS4 inh -2%[56.9 µM], USP1-UAF1 inh -6%, Vif-APOBEC3F blk 3% and Vif-A3G inh 0%.
`COc1ccc(NCc2cccn2-c2nnc(N3CCOCC3)s2)c(OC)c1` gave ALOX12 inh 1%, RXFP1 ag -0.6%, IDH1 R132H inh -3%, TrxR1 inh 12%, TrxR1 substrate 2%, RGS4 inh -2%, USP1-UAF1 inh -28%, Vif-APOBEC3F blk 5% and Vif-A3G inh 4%.
Screening Cc1ccc(NS(=O)(=O)c2ccc(-c3ccc(=O)[nH]n3)o2)cc1N(C)C returned ALOX12 inh -17%, RXFP1 ag -3.0%, IDH1 R132H inh -3%, TrxR1 inh 14%, TrxR1 substrate 2%, RGS4 inh 20%, USP1-UAF1 inh -14%, Vif-APOBEC3F blk 2% and Vif-A3G inh -2%.
`CC(C)(Sc1cc(C(C)(C)C)c(O)c(C(C)(C)C)c1)Sc1cc(C(C)(C)C)c(O)c(C(C)(C)C)c1` gave ALOX12 inh inconclusive, RXFP1 ag 3.0%, IDH1 R132H inh 24%, TrxR1 inh 7%, TrxR1 substrate -12%, RGS4 inh -50%, USP1-UAF1 inh inconclusive, Vif-APOBEC3F blk 5% and Vif-A3G inh 2%.
For Cc1cc(=O)oc2cc(OC(C)C(=O)N3CCCc4ccccc43)ccc12 (stereo not given) the results were ALOX12 inh 9%, RXFP1 ag -0.3%, IDH1 R132H inh 8%, TrxR1 inh 12%[57.1 µM], TrxR1 substrate 11%, RGS4 inh 30%, USP1-UAF1 inh 4%, Vif-APOBEC3F blk -1% and Vif-A3G inh -26%.
`N#Cc1cc(-c2ccccc2)oc1/N=C/c1ccccc1O` gave ALOX12 inh inconclusive, RXFP1 ag -0.4%, IDH1 R132H inh 15%, TrxR1 inh -4%[57.1 µM], TrxR1 substrate 23%[57.1 µM], RGS4 inh -4%, USP1-UAF1 inh -9%, Vif-APOBEC3F blk 2% and Vif-A3G inh 0%.
